Screening results (PubChem BioAssay)
GAA glycogen: qHTS Assay for Inhibitors and Activators of Human alpha-Glucosidase Cleavage of Glycogen | Lysosomal alpha-glucosidase (Homo sapiens), P10253 | recombinant GAA, glycogen substrate, Amplex Red glucose oxidase fluorescence | Potency, µM (titrated, usually from 76.4 µM), for the others: at the top dose activity change, negative = inhibition, usual class: inhibitors | actives 0.38% (n = 300,000);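 further: 0% = full enzyme reaction and -100% = no-enzyme basal signal; the screen sought inhibitors and activators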
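Natural-substrate format: glycogen cleavage by 4 nM human enzyme, glucose read by Amplex Red coupling (Ex 573, Em 610 nm). Normalized to enzyme and no-enzyme controls.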
TexasRed fluor: Total Fluorescence Counterscreen for Inhibitors of the Interaction of Thyroid Hormone Receptor and Steroid Receptor Coregulator 2; actives 0.29% (n = 280,000); Potency, µM (titrated, usually from 106 µM), for the others: at the top dose fluorescence change, negative = quenching; TRb/SRC2 Texas Red total fluorescence interference; active means well fitted curve in either direction with a large enough effect; inconclusive means small, poorly fitted or top-dose-only effect
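Human TRb ligand-binding domain at 0.6 uM with 20 nM Texas Red SRC2 peptide in Tris buffer containing 1 uM T3 and 5% DMSO, incubated with compound 5 h at ambient temperature. Total fluorescence (555/632 nm) calculated as parallel + 2 × perpendicular.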
TRb-SRC2 inh: qHTS for Inhibitors of the Interaction of Thyroid Hormone Receptor and Steroid Receptor Coregulator 2; Thyroid hormone receptor beta (Homo sapiens), P10828; TRbeta-SRC2 peptide binding, fluorescence polarization; receptor liganded with 1 µM T3; Potency, µM (series often up to 106 µM), without a hit: top-dose activity change, negative = inhibition, usual class: inhibitors; actives 0.065% (n = 280,000);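 further: plate controls were bound peptide for no effect and peptide without receptor for full effect; nearly all actives have a fitted effect of over 50% in size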
Target sequence (P10828 whole entry, looked up): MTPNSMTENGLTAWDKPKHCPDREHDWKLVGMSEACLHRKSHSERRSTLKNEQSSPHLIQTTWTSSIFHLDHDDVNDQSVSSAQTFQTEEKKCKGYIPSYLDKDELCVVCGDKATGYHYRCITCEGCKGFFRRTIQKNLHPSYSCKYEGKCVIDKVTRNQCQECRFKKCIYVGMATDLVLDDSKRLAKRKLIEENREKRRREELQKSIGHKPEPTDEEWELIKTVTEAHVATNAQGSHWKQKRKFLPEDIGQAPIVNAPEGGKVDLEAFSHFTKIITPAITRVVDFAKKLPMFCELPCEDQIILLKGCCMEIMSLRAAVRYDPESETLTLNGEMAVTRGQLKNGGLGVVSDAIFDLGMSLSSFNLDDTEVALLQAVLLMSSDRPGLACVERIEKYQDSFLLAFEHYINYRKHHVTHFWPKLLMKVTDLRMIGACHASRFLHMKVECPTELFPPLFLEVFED
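Fluorescence polarization of 20 nM Texas Red SRC2 peptide with 0.6 uM human TRb ligand-binding domain, in Tris buffer with 1uM T3 and 5% DMSO. Incubated 5 hr ambient; normalized to unbound and bound controls.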
Active calls of the source: *; ? = inconclusive; & = joins results of further samples; [ ] = another dose, or the depositor's remark. Unless noted, the call rests on the fitted dose curve; in most records, active means well fitted curve in the direction sought with a large enough effect; inconclusive means small, poorly fitted or top-dose-only effect, or another doubt; inactive means no such curve, though single readings can be large; an effect the other way counts as inactive or inconclusive. Unless noted, on the % scale 0 is the no-effect control and ±100 the full control effect; potency means the concentration at half of the fitted maximal effect.

SMILES	GAA glycogen	TexasRed fluor	TRb-SRC2 inh
COc1ccc(NC(=O)C(c2ccc(C)cc2)N(C)C(=O)/C=C\c2ccc3c(c2)OCO3)cc1 (centres undefined)	-5%[76.3 µM]	-2%	2%
Cc1nc2nc(NC(=O)C(C)C)[nH]n2c(=O)c1Cc1ccccc1	-18%[76.3 µM]	0%	-11%
C#CCSc1nc2sc3c(c2c(=O)n1-c1cccc(OC)c1)CCN(C(C)=O)C3	11%[76.3 µM]	-33%	5%
CCc1nnc2c(Nc3ccccc3Br)nc3ccccc3n12	-2%[76.3 µM]	1%	-7%
CCC1CN(C(=O)N2CCC(C(=O)NCCc3ccc(OC)c(OC)c3)CC2)c2ccccc2O1 (centres undefined)	0%&14%[76.3 µM]	-21%	6%
COc1cc(Cl)c(C)cc1NC(=O)Cn1c(C)c2cnn(-c3ccccc3)c(=O)c2c1C	11%[76.3 µM]	-3%	-5%
Cc1ccc(OCc2nc3ccccc3n2Cc2ccccc2Cl)cc1	9%[76.3 µM]	-2%	8%
CCCCC(=O)N1c2ccccc2C(C)(c2ccccc2)CC1(C)C (centres undefined)	14%[76.3 µM]	-3%	-6%
CCCn1c(CCC(=O)Nc2cccc(C)c2C)nc2cccnc21	-16%[76.3 µM]	3%	-2%
Cc1ccc(C)c(CN2C(=O)c3ccccc3S(=O)(=O)c3ccc(C(=O)N(C)C4CCCCC4)cc32)c1	3%[76.3 µM]	-1%	2%
COc1ccc(-n2nc(C(=O)N(C)c3cc(Cl)ccc3OC)c3c4ccccc4n(C)c3c2=O)cc1	6%[76.3 µM]	-2%	2%
COc1cc(NC(=O)CCN2CCN(c3ccccc3)CC2)cc(OC)c1	-3%[76.3 µM]	2%	6%
CC(C)CN(CC(C)C)c1nnc(NC(=O)Nc2cccc(C(F)(F)F)c2)s1	-9%[76.3 µM]	1%	-3%
CCc1ccc(-c2nn(-c3ccc(OC)cc3)c3c2cnc2ccc(OC)cc23)cc1	-8%[76.3 µM]	0%	6%
O=C(Nc1ccc2oc(-c3cccnc3)nc2c1)c1ccc(-c2cccc(OC(F)(F)F)c2)o1	12%[76.3 µM]	4%	-9%
CSc1ncc(Cl)c(C(=O)N(Cc2ccc(N(C)C)cc2)Cc2ccco2)n1	-27%[76.3 µM]	2%	-4%
CCOC(=O)N1CCN(C(=O)CN(c2ccccc2F)S(=O)(=O)c2ccc(C)cc2)CC1	1%[76.3 µM]	-11%	-4%
CCc1ccc(CNC(=O)Cn2nc(C)n3c(cc4cc(C)ccc43)c2=O)cc1	4%[76.3 µM]	-8%	7%
COc1cccc(C(=O)Nc2ccc3nc(SCC(=O)N4CCc5ccccc54)sc3c2)c1	11%[76.3 µM]	8%	2%
CCOC(=O)c1c(NC(=O)CCCOc2ccc(Cl)cc2)sc2c1CCC2	13%[76.3 µM]	7%	4%

Only TexasRed fluor and TRb-SRC2 inh, for 7 of the compounds above:
canonical_smiles	TexasRed fluor	TRb-SRC2 inh
COc1cc(NC(=O)CCN2CCN(c3ccccc3)CC2)cc(OC)c1	2%	6%
CC(C)CN(CC(C)C)c1nnc(NC(=O)Nc2cccc(C(F)(F)F)c2)s1	1%	-3%
CCc1ccc(-c2nn(-c3ccc(OC)cc3)c3c2cnc2ccc(OC)cc23)cc1	0%	6%
O=C(Nc1ccc2oc(-c3cccnc3)nc2c1)c1ccc(-c2cccc(OC(F)(F)F)c2)o1	4%	-9%
CSc1ncc(Cl)c(C(=O)N(Cc2ccc(N(C)C)cc2)Cc2ccco2)n1	2%	-4%
CCOC(=O)N1CCN(C(=O)CN(c2ccccc2F)S(=O)(=O)c2ccc(C)cc2)CC1	-11%	-4%
CCc1ccc(CNC(=O)Cn2nc(C)n3c(cc4cc(C)ccc43)c2=O)cc1	-8%	7%

Returning to the listing; the two compounds before the break are reprinted first.
SMILES	GAA glycogen	TexasRed fluor	TRb-SRC2 inh
COc1cccc(C(=O)Nc2ccc3nc(SCC(=O)N4CCc5ccccc54)sc3c2)c1	11%[76.3 µM]	8%	2%
CCOC(=O)c1c(NC(=O)CCCOc2ccc(Cl)cc2)sc2c1CCC2	13%[76.3 µM]	7%	4%
CCc1cccc(C)c1NC(=O)Cn1cc2c(n1)CCCC2	7%[76.3 µM]	-3%	13%
Cc1ccc(Cl)cc1NC(=O)Cn1cc(S(=O)(=O)Cc2ccccc2Cl)c2ccccc21	19%[76.3 µM]	4%	3%
Cc1c(NC(=O)c2cc(-c3cccc(Cl)c3)on2)c(=O)n(-c2ccccc2)n1C	0%[76.3 µM]	6%	-7%
Cc1ccc(CN(C(=O)COc2ccc(Cl)cc2C)C2CCS(=O)(=O)C2)o1 (centres undefined)	-5%[76.3 µM]	5%	-8%
Cc1c(C(=O)NCc2ccc(Cl)cc2)sc2nc3n(c(=O)c12)CCCC3	0%[76.3 µM]	4%	-1%
CC(C)c1cc(C(=O)NC(C)c2ccccc2)no1 (centres undefined)	3%[76.3 µM]	5%	0%
CCC(NC(=O)Nc1cccc(C)c1)c1c(-n2cccc2)sc2c1CCN(C)C2 (centres undefined)	13%[76.3 µM]	2%	-6%
CCc1ccccc1NC(=O)CN(c1ccccc1OC)S(=O)(=O)c1ccc(C)cc1	-12%[76.3 µM]	-2%	3%
O=C(Nc1cc2c(cc1C(=O)c1ccccc1)OCCO2)c1ccc(Br)cc1	-8%[76.3 µM]	7%	2%
COc1ccc(C(=O)Nc2nc3nc(C)c(Cl)c(=O)n3[nH]2)cc1	16%[76.3 µM]	-1%	-6%
CCCCNC(=O)c1ccc2c(=O)n(Cc3ccc(OC)cc3)c(=O)[nH]c2c1	-3%[76.3 µM]	-1%	0%
COc1cccc(CN2C(=O)c3ccccc3Sc3ccc(C(=O)NCc4ccccc4)cc32)c1	9%[76.3 µM]	1%	2%
CCCn1c(SCC(O)c2ccccc2)nc2ccccc21 (centres undefined)	-12%[76.3 µM]	0%	-7%
CC1CCCc2sc3nc(SCC(=O)c4ccc(Br)cc4)nc(N)c3c21 (centres undefined)	5%[76.3 µM]	0%	-3%
COC(=O)CNC(c1ccccc1)c1cc(Br)ccc1NC(=O)c1ccccc1 (centres undefined)	-15%[76.3 µM]	0%	-3%
COc1ccc(C(=O)/C=C/c2cn(CC(O)CN3CCCCCC3)c3ccccc23)cc1OC (centres undefined)	17%[76.3 µM]	-5%	9%
COc1ccc(-c2cn3c(n2)sc2cc(C(=O)NC(C)C45CC6CC(CC(C6)C4)C5)ccc23)cc1 (centres undefined)	-1%[76.3 µM]	5%	1%
Cc1cccc(NC(=O)Cn2cc(C(=O)C3CCCCC3)c3ccccc32)c1C	16%[76.3 µM]	-15%	4%
O=C(Cn1ncc2c3ccccc3n(Cc3ccc(F)cc3)c2c1=O)NCCCN1CCCCC1	-10%[76.3 µM]	-2%	12%
Cc1ccccc1NC(=O)CSc1nc2ccc(NC(=O)c3cccs3)cc2s1	-1%[76.3 µM]	6%	11%

Of the compounds above, 3 have an NH in an aromatic ring:
SMILES	GAA glycogen	TexasRed fluor	TRb-SRC2 inh
Cc1nc2nc(NC(=O)C(C)C)[nH]n2c(=O)c1Cc1ccccc1	-18%[76.3 µM]	0%	-11%
COc1ccc(C(=O)Nc2nc3nc(C)c(Cl)c(=O)n3[nH]2)cc1	16%[76.3 µM]	-1%	-6%
CCCCNC(=O)c1ccc2c(=O)n(Cc3ccc(OC)cc3)c(=O)[nH]c2c1	-3%[76.3 µM]	-1%	0%

Carrying on.
SMILES	GAA glycogen	TexasRed fluor	TRb-SRC2 inh
Cc1ccccc1-c1noc(-c2ccc(N3CCN(C)CC3)c([N+](=O)[O-])c2)n1	13%[76.3 µM]	-3%	-2%
CC(C)c1ccc(NC(=O)C2(C)Cc3ccccc3C(=O)O2)cc1 (centres undefined)	-1%[76.3 µM]	-1%	-2%
COc1cc2c(-c3ccc(C)cc3)nc3c(c(C)nn3-c3ccccc3)c2cc1OC	16%[76.3 µM]	3%	-2%
CCCN(CCC)CCCNC(=O)C1CCC(CNS(=O)(=O)c2cccc3nsnc23)CC1 (centres undefined)	-1%&0%[76.3 µM]	1%	-3%
COc1ccccc1N1CCN(C(=O)c2ccc(Nc3nc4ccccc4n4nnnc34)cc2)CC1	2%[76.3 µM]	-1%	-5%
CCOC(=O)c1ccc(NC(=O)CSc2nc(-c3ccc(OC)cc3)cc(C(F)(F)F)c2C#N)cc1	0%[76.3 µM]	4%	-4%
CCCOc1ccc(-c2nc3ccc(Br)cc3c(=O)o2)cc1	14%[76.3 µM]	3%	-5%
COc1ccc(CNC(=O)c2oc3c(c2C)-c2nn(Cc4ccccc4Cl)cc2CC3)cc1	1%[76.3 µM]	?	-1%
COc1ccc(Cl)cc1N(C)C(=O)c1cc2c(=O)oc3ccc(C)cc3c2s1	12%[76.3 µM]	0%	2%
COc1ccc(-n2nc(C(=O)N3CCCC(C)C3)c3c4ccccc4n(C)c3c2=O)cc1 (centres undefined)	?	-2%	3%
Cc1cccc(Cn2c(=O)n(CCCCC(=O)NCc3ccc4c(c3)OCO4)c(=O)c3ccccc32)c1	-1%[76.3 µM]	-11%	-1%
CCC(=O)N1CCc2cc(S(=O)(=O)NC(Cc3ccccc3)C(=O)Nc3ccccc3C)ccc21 (centres undefined)	?	-2%	-6%
COC(=O)c1cc2oc3ccccc3c2n1CC(=O)Nc1ccc(OC)c(OC)c1	12%[76.3 µM]	4%	2%
CCOc1ccccc1NC(=O)Cc1coc2c(C)c(C)ccc12	3%[76.3 µM]	35µM*[quencher]	-12%[53 µM]
COc1cc(NC(=O)Cn2c(=O)n(-c3ccccc3)c(=O)c3c4c(sc32)CCCC4)cc(OC)c1	12%[76.3 µM]	6%	0%
COc1cc2c(=O)c(S(=O)(=O)c3ccc(F)cc3)cn(Cc3ccccc3C)c2cc1OC	-1%[76.3 µM]	0%	-8%
Cc1ccccc1Nc1c(-c2ccc(O)cc2)nc2c(C)cccn12	?	-2%	2%
O=C(O)CCn1cnc2onc(-c3ccccc3Cl)c2c1=O	-8%[76.3 µM]	-2%	9%
Cc1cc(NC(=O)c2cc(-c3cccc(Cl)c3)on2)nn1Cc1ccc(Cl)cc1	10%[76.3 µM]	6%	-4%
O=C(CC1C(=O)OCCN1Cc1ccccc1)Nc1cccc(Cl)c1 (centres undefined)	4%[76.3 µM]	2%	7%
COc1cccc(Cn2c(NCc3ccc(C)cc3)nc3c2c(=O)n(C)c(=O)n3C)c1	14%[76.3 µM]	2%	3%

These rows are one share of the data. The share of hits here may be higher or lower than overall.
